TDP43 rescue: TDP-43 toxicity inhibition in yeast | TDP-43 expressing yeast growth rescue, BacTiter-Glo, 24 h | 410,000 compounds, 1.8% hits | AID 652104 | Potency, µM (titrated, usually from 46.1 µM), for the others: top-dose growth rescue (activation), actives largely listed as activators; note: potency is the fitted concentration of half-maximal effect; % of control where 0% means no effect; nearly all actives have a fitted effect of over 50% in size
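Growth rescue of TDP-43-toxic yeast measured as ATP luminescence (BacTiter-Glo). Cells grown to mid-log in raffinose, induced in galactose at OD600=0.02, exposed to compound 24 hr at 30 deg C.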
Abeta yeast res: restores growth of yeast expressing A-beta42 peptide; 410,000 compounds, 0.063% hits; Potency, µM (highest dose often 46.1 µM), for inactives: at the top dose growth rescue, hits mostly activators; yeast expressing A-beta42, growth rescue, OD600, 48 h; response scale: 0% DMSO, 100% iron-clioquinol control; note: potency is the fitted concentration of half-maximal effect; nearly all actives have a fitted effect of over 55% in size
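Growth rescue measured by 600 nm absorbance after 48 h yeast culture at 30 C with compound. Values normalized between DMSO and an equimolar ferric chloride plus clioquinol control.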
GLP1R cytotox: cytotoxicity counter-screen for GLP-1 receptor inverse agonists; HEK293 cAMP-luciferase reporter cells, luminescence, 24 h; Potency, µM (series often up to 38.3 µM), inactives show top-dose activity change, negative = inhibition, hits mostly inhibitors; 410,000 compounds, 0.13% hits; AID 624418;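 note: loss of luciferase light is scored as toxicity; potency is the fitted concentration of half-maximal effect; % is set by controls: 0 for no effect and ±100 for the full control effect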
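Compound-treated cells are incubated 24 hr at 37 deg C under 5% CO2 after a 12 hour attachment period, then luciferase detection reagent is added and luminescence is measured following 12 min at room temperature; lowered signal indicates toxicity.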
PTHR1 ag: activates the human parathyroid hormone receptor PTHR1; Q03431; HEK293 GP2 PTHR1 cells, GloSensor cAMP luminescence, 1 h; Potency, µM (titrated, usually from 115 µM), for the others: at the top dose activation, hits mostly activators; 410,000 compounds, 0.075% hits; note: potency is the fitted concentration of half-maximal effect; nearly all actives have a fitted effect of over 55% in size; some results filed as inactive show a strong effect at the top dose; inactives centre near -15; many of its hits are not listed in these tables
Target sequence (Q03431 whole entry, looked up): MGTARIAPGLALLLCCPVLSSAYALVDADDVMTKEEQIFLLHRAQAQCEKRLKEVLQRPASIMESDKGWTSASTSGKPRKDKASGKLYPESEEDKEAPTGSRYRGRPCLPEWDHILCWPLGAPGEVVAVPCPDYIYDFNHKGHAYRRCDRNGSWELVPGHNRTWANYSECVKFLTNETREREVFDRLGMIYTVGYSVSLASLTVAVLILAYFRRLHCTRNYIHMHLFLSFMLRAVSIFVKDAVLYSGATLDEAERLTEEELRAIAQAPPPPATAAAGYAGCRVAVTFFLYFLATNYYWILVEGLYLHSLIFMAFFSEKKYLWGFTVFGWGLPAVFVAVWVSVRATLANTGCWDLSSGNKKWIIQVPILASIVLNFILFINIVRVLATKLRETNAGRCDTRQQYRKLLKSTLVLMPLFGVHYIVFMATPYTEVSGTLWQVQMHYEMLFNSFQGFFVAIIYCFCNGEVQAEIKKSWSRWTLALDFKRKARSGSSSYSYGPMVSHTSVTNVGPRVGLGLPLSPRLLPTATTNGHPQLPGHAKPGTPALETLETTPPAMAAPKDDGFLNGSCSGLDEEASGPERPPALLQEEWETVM
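HEK-293-derived GP2 cells expressing PTHR1 and a GloSensor cAMP reporter, 3,000/well, plated overnight, given luciferin plus IBMX (each 0.5 mM as added) for 1 h at 37 °C, then compound for 1 h at 37 °C. Luminescence was read after 15 min at room temperature.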
aSyn yeast inh: rescues yeast growth from alpha-synuclein toxicity. Yeast expressing alpha-synuclein, growth rescue, BacTiter-Glo, 24 h. AID 652106. Potency, µM (doses to about 46.1 µM), for the others: at the top dose growth rescue (activation), most hits filed as activators. 370,000 compounds, 0.14% hits; note: potency is the fitted concentration of half-maximal effect; % of control where 0% means no effect; nearly all actives have a fitted effect of over 65% in size
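Rescue of yeast growth: cells expressing toxic alpha-synuclein, induced in galactose at OD600 0.02, incubated with compound 24 h at 30 C. ATP luminescence quantified growth; inhibitors of toxicity appear as activators.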
pAkt inh: inhibitors of Akt phosphorylation. 360,000 compounds, 0.32% hits. activity change, % for hits at 50 µM. Neuro2A IGF-stimulated pAkt S473 HTRF, 20 min; active compounds read low; in the data active = activity change below about -80%; inconclusive = mostly about -51% to -80%; note: % is set by controls: 0 for no effect and ±100 for the full control effect
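Neuro2A cells (4,500/well, DMEM with 0.5% FBS) were treated with compound at a single 50 µM final concentration, stimulated with 6 nM IGF for 20 min at 37 °C, and lysed. Phospho-Akt Ser473 was read by HTRF as 665/615 ratio ×10^4.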
GLP-1R inv ag: acts as inverse agonist at human GLP-1 receptor. P43220. HEK293 GLP-1R CRE-luciferase, luminescence, 24 h; GLP-1R form is constitutively active. Potency, µM (top dose mostly 38.3 µM), for inactives: top-dose activity change, negative = inhibition, most hits filed as inhibitors. 410,000 compounds, 1.6% hits. AID 624417; note: potency is the fitted concentration of half-maximal effect; % is set by controls: 0 for no effect and ±100 for the full control effect; nearly all actives have a fitted effect of over 55% in size
Target sequence (P43220 whole entry, looked up): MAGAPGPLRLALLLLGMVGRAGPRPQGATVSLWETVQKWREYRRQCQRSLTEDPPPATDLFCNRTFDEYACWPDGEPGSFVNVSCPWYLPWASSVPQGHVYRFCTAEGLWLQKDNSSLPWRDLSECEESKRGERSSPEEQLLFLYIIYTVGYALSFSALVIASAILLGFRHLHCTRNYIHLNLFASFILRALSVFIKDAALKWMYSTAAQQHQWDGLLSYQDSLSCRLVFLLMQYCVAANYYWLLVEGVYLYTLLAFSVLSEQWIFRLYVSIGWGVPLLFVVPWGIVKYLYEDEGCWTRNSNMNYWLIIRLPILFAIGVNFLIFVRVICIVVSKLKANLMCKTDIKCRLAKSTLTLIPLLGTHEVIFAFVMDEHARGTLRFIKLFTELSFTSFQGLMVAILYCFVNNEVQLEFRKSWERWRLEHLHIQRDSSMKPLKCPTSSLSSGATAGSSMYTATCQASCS
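Seeding at 200 cells/uL, 12 h culture, 24 hr compound treatment, then luciferase reagent and a luminescence read; cells are HEK293 stably expressing a constitutively active GLP-1R plus cAMP-responsive luciferase.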
Mm-Cpn inhibitor: M. maripaludis TRiC chaperonin inhibition; Potency, µM (highest dose often 76.9 µM), for the others: top-dose activity, negative = inhibition, most hits filed as inhibitors; 330,000 compounds, 0.031% hits; purified Mm-Cpn ATPase, ADP Transcreener TR-FRET; note: potency is the fitted concentration of half-maximal effect; % is set by controls: 0 for no effect and ±100 for the full control effect; nearly all actives have a fitted effect of over 80% in size
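TR-FRET (320 nm excitation; 590 and 665 nm emission) reports ADP made from 10 uM ATP by 25 nM enzyme; compounds were preincubated 10 min, reaction run 30 min, both at 37°C.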
FUS yeast rescue: FUS proteinopathy suppression in yeast; S. cerevisiae FUS-expressing, growth rescue, OD600, 24 h; Potency, µM (doses to about 76.6 µM), without a hit: at the highest dose growth rescue (activation), usual class: activators; 390,000 compounds, 0.24% hits; AID 1347120;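 note: potency is the fitted concentration of half-maximal effect; plate controls were DMSO vehicle for no effect and reference control for full effect; nearly all actives have a fitted effect of over 55% in size; some results filed as inactive show a strong effect at the top dose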
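Absorbance at 600 nm, taken 24hr after compound addition, measured rescue of FUS-yeast growth at 30C. Induction used 2% galactose with seeding at OD 0.005. Controls: CP55940 from 92uM final, DMSO only.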
An asterisk follows results filed as active; i = inactive; u = inconclusive; x = not tested or not shown; [ ] = remark or other dose. Unless noted, calls come from the whole dose curve; as a rule, active = well fitted curve in the direction sought with a large enough effect; inconclusive = small, poorly fitted or top-dose-only effect, or another doubt; inactive = no such curve, though single readings can be large; an effect the other way counts as inactive or inconclusive. The list is partial; the hit share may differ from the screen's.

SMILES | TDP43 rescue | Abeta yeast res | GLP1R cytotox | PTHR1 ag | aSyn yeast inh | pAkt inh | GLP-1R inv ag | Mm-Cpn inhibitor | FUS yeast rescue
CC(CC(=O)Nc1ccc(-c2ccno2)cc1)n1cccn1 (configuration not stated) | 7% | 5% | 2% | -14% | 9% | i | -1% | 2% | -28%
O=C(NCCc1nnc2ccc(NCc3ccc(Cl)cc3)nn12)c1ccccc1 | 10% | -4% | -6% | -11% | 5% | i | -19% | -2% | 5%
COc1ccc(C(=O)Nc2ccc(S(=O)(=O)Nc3nccc(C)n3)cc2)cc1OC | -2% | 7% | 2% | -4% | 5% | i | 63%[activator] | -9% | 21%
COc1ccc(NC(=O)c2ccc(C#N)cc2)cc1NS(=O)(=O)c1ccc(F)cc1 | 1% | 8% | 4% | -74%[inhibitor] | -2% | i | 4% | 3% | x
COc1ccc(C(CNC(=O)c2cc(S(=O)(=O)Nc3cccc(C)c3)ccc2C)N2CCOCC2)cc1 (configuration not stated) | 12% | 3% | -10% | -14% | 2% | i | u | x | 2%
O=c1c(-c2ccc(Cl)cc2)c(C(F)(F)F)oc2c(CN3CCCCC3)c(O)ccc12 | -9% | -12% | 1% | -5% | x | x | 0% | x | -6%
C=CCNC(=S)Nc1sc2c(c1C(N)=O)CCCC2 | -17% | -15% | u | i | -1% | i | 20% | -17% | 33%
COc1ccccc1CNC(=O)c1cc2c(s1)CS(=O)(=O)C2 | -11% | 13% | 3% | i | -2% | x | 105%[activator] | x | 34%
O=C(NCCNc1ccc([N+](=O)[O-])cc1)c1ccccc1Cl | 20% | 12% | u | -7% | 2% | i | 35%[activator] | x | -13%
O=C(COc1ccccc1)NCC(=O)N1CCCCCC1 | u | -2% | -4% | -16% | 0% | i | 1% | 3% | -22%
C[C@H](NC(=O)C1CC(=O)N(c2ccc3c(c2)OCCO3)C1)C(=O)NC1CCCC1 (some centres not stated) | -9% | 17% | 1% | i | 2% | i | 4% | 1% | 12%
CC(C)Cc1nnc(NC(=O)CCC(=O)N2CCN(c3ccc([N+](=O)[O-])cc3)CC2)s1 | 9% | -5% | -28% | -32%[inhibitor] | -7% | i | u | 3% | 8%
CCOC(=O)Cc1csc(SCC(=O)Nc2ccc(C)cc2F)n1 | 15% | 12% | -2% | -21% | -4% | i | -12% | -1% | 3%
C(=N\Nc1nc2ccccc2s1)/c1ccc2c(c1)OCO2 | u | -4% | -25% | -18% | -11% | i | u | -1% | 26%
CC[C@@]12C(=O)N(c3ccc(C)cc3)C(=O)N1[C@H](c1ccc(OC)cc1)[C@@H]1C(=O)N(C(C)(C)C)C(=O)[C@@H]12 | 4% | -16% | -17% | i | 1% | i | 1% | 0% | u

Fetched by compound from above:
SMILES | TDP43 rescue | Abeta yeast res | GLP1R cytotox | PTHR1 ag | aSyn yeast inh | pAkt inh | GLP-1R inv ag | Mm-Cpn inhibitor | FUS yeast rescue
CCOC(=O)Cc1csc(SCC(=O)Nc2ccc(C)cc2F)n1 | 15% | 12% | -2% | -21% | -4% | i | -12% | -1% | 3%
CC[C@@]12C(=O)N(c3ccc(C)cc3)C(=O)N1[C@H](c1ccc(OC)cc1)[C@@H]1C(=O)N(C(C)(C)C)C(=O)[C@@H]12 | 4% | -16% | -17% | i | 1% | i | 1% | 0% | u

Going on with the list:
SMILES | TDP43 rescue | Abeta yeast res | GLP1R cytotox | PTHR1 ag | aSyn yeast inh | pAkt inh | GLP-1R inv ag | Mm-Cpn inhibitor | FUS yeast rescue
O=C(NCc1ccc(Cl)nc1)c1csc([C@@H]2O[C@H](CO)[C@H](O)[C@H](O)[C@H]2O)n1 | 15% | -9% | 0% | -14% | -1% | i | 0% | x | -10%
Cc1ccc(/C=N/NC(=O)c2cccs2)o1 | -14% | -4% | 0% | i | -3% | i | 2% | 2% | 9%
CCCNC(=O)c1cc2c(c(-c3cccc(-c4ccc(C#N)cc4)c3)n1)[C@@H](CCO)N(C(=O)CC)C2 | -13% | -12% | 2% | -18% | -3% | i | -24% | x | u
COC(=O)c1ccsc1-n1cc(C#N)c(=O)n(C)c1=O | 4% | 0% | -20% | -5% | 2% | i | 3% | -2% | -11%
CCc1ccc(OCCn2cccn2)cc1 | 15% | 5% | 6% | -1% | 4% | i | 16% | 4% | -9%
COc1ccc(OC(C)C(=O)Nc2cccc(OC)c2)cc1 (configuration not stated) | -15% | -14% | 2% | i | -7% | i | -12% | 1% | 9%
CC(NC(=O)OCc1ccccc1)C(=O)N1CC(O)CC1C(=O)O (configuration not stated) | 7% | 9% | 15% | -7% | 0% | i | 0% | 2% | x
Clc1ccc(OCc2noc(-c3ccsc3)n2)c(Cl)c1 | -12% | 0% | 8% | -18% | u | i | u | -2% | -3%
COc1ccc(Cl)cc1NC(=O)Nc1ccccc1C(N)=O | 16% | 1% | -6% | i | 3% | i | -4% | -2% | -34%
CCc1ccc(C(O)c2ncc(-c3cccc(OC)c3)[nH]2)cc1 (configuration not stated) | 20% | -5% | 4% | -24% | 0% | i | -20% | x | 28%
COC(=O)CN1C(=S)N(c2ccc(Cl)cc2)C(=O)C1CC(=O)Nc1ccccc1 (configuration not stated) | 0% | 18% | -6% | -2% | 6% | i | -28% | -1% | x
CCn1cc(C(=O)NC(C)CCc2ccccc2)c(=O)c2cc(S(=O)(=O)N(C)C)ccc21 (configuration not stated) | -18% | 1% | 6% | -5% | -7% | i | 55%[activator] | -3% | 49%
Cc1ccc(NC(=O)c2ccc3c(c2)CCN3S(C)(=O)=O)cc1C | 4% | -6% | -27% | -34%[inhibitor] | 1% | i | u | -1% | 10%
CC(C)Cn1c(SCC(=O)N2CCOCC2)nc2ccccc2c1=O | 10% | -5% | 3% | -20% | -2% | i | 9% | 2% | 0%
Cc1cccc2[nH]c3c(N4CCC5(CC4)OCCO5)ncnc3c12 | 17% | 9% | -17% | -23% | -17% | i | 0% | -2% | 7%
COc1cc(C(=O)OCC(=O)NCCCc2ccccc2)ccc1OCC(C)C | 11% | 5% | 1% | -70%[inhibitor] | 11% | i | -28% | -4% | 36%
CN(C(=O)c1ccc2c(c1)N(Cc1ccccc1F)C(=O)c1ccccc1S2)C1CCCCC1 | 11% | -28% | -5% | -11% | x | x | u | x | u
CCOc1ccc(CN2C(=O)C(=O)c3cccc(C)c32)cc1OC | u | 14% | u | -12% | x | x | 9% | x | -15%
COc1ccc(/C=C(\C#N)c2nc3ccccc3c(=O)[nH]2)cc1OC | 18% | 4% | 9% | i | x | x | 0% | x | 40%
COC(=O)[C@@H]1C[C@@]2(O)[C@H](O)[C@H](O)[C@H](O)C[C@H]2N1Cc1ccc(C)s1 | 14% | -4% | -5% | i | -1% | i | 6% | 1% | -16%
CC(C)N1CCC(N2CCN(Cc3ccc(-c4ccc(Cl)cc4)o3)CC2CCO)CC1 (configuration not stated) | 1% | 7% | -29% | i | 8% | i | u | 1% | 1%
COc1ccc(OC)c(S(=O)(=O)N2CCCC(C(=O)N3CCC(C(N)=O)CC3)C2)c1 (configuration not stated) | 21% | 7% | 8% | i | 0% | i | 4% | -5% | -3%
CCc1ccccc1NC(=O)CSc1nncn2c1cc1oc(C)cc12 | u | 13% | 0% | -29% | x | x | -2% | x | 21%
Clc1ccc(CN2CC[C@H]3C=CCc4cccc(c43)C2)cc1 | 0% | 7% | 12% | -60%[inhibitor] | 0% | i | 14% | -2% | -24%
CCOC(=O)c1cccc(NC(=O)C2CCN(S(=O)(=O)c3cccs3)CC2)c1 | 8% | -35%[inhibitor] | -5% | i | 0% | x | 0% | 0% | 57%
COc1cc(-c2nc(=S)[nH][nH]2)cc(OC)c1OC | 0%[9.22 µM] | -6% | -4% | i | 3% | i | 23% | -6% | 17%
CCc1ccc2c(c1)C1(C(=O)N2)N2CCCC2C(C(=O)c2ccc3ccccc3c2)C12C(=O)Nc1ccccc12 (configuration not stated) | 6% | -19% | u | -26% | 4% | i | u | 0% | u
CC(=O)C1=C(C)N(Cc2ccccc2)C(=O)N[C@H]1c1cccc(F)c1 | 4% | -7% | 6% | -10% | 0% | i | 0% | x | -18%
CCOc1ccc2c(c1)sc(N)[n+]2Cc1cc(C)cc2cccnc12 | -20% | -22% | u | -23% | 2% | i | u | -1% | 19%
COc1ccc(-c2csc(N(C)C(=O)c3cccs3)n2)cc1 | 4% | -7% | 1% | -12% | 2% | i | 43%[activator] | -14% | -2%

Single records, from the list above. Screens in order: TDP43 rescue	Abeta yeast res	GLP1R cytotox	PTHR1 ag	aSyn yeast inh	pAkt inh	GLP-1R inv ag	Mm-Cpn inhibitor	FUS yeast rescue
`COc1ccc(C(=O)Nc2ccc(S(=O)(=O)Nc3nccc(C)n3)cc2)cc1OC` is listed with -2%	7%	2%	-4%	5%	i	63%[activator]	-9%	21%
`COc1ccc(/C=C(\C#N)c2nc3ccccc3c(=O)[nH]2)cc1OC` is listed with 18%	4%	9%	i	x	x	0%	x	40%
`CC(C)Cn1c(SCC(=O)N2CCOCC2)nc2ccccc2c1=O` is listed with 10%	-5%	3%	-20%	-2%	i	9%	2%	0%
`O=C(COc1ccccc1)NCC(=O)N1CCCCCC1` is listed with u	-2%	-4%	-16%	0%	i	1%	3%	-22%
`Cc1ccc(/C=N/NC(=O)c2cccs2)o1` is listed with -14%	-4%	0%	i	-3%	i	2%	2%	9%

Screening results deposited in PubChem BioAssay by National Center for Advancing Translational Sciences (NCATS).
